Abeta yeast res: compounds reversing amyloid beta toxicity in yeast. yeast expressing A-beta42, growth rescue, OD600, 48 h; response scale: 0% DMSO, 100% iron-clioquinol control. 410,000 compounds, 0.063% hits. Potency, µM (titrated, usually from 46.1 µM), without a hit: at the highest dose growth rescue, hits mostly activators. AID 1347071; also: potency is read from the fitted curve at half-maximal effect; nearly all actives have a fitted effect of over 55% in size
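Growth rescue measured by 600 nm absorbance after 48 h yeast culture at 30 C with compound. Values normalized between DMSO and an equimolar ferric chloride plus clioquinol control.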
PLK1 PBD block: PLK1 (human) polo-box domain binding inhibition | P53350 | AID 720504 | Plk1 PBD binding of FITC phosphopeptide, fluorescence polarization | Potency, µM, for inactives: max response, negative = inhibition, actives largely listed as inhibitors | 360,000 compounds, 2.8% hits; also: potency is read from the fitted curve at half-maximal effect; series mostly up to about 57 µM; % is scaled to controls: 0 for no effect and ±100 for the full control effect; nearly all actives have a fitted effect of over 65% in size
PI5P4Ka inh: blocks human PI5P4K alpha kinase activity; P48426; PI5P4Kalpha enzyme, ADP-Glo luminescence, 60 min; stronger effect = lower value; max response, %; 330,000 compounds, 1.2% hits; AID 652105; active = max response of -50% or lower; inconclusive = between -30% and -50%; inactive = -30% or higher; also: value at the top dose of about 77 µM; % is scaled to controls: 0 for no effect and ±100 for the full control effect
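Compounds were pin-transferred onto PI5P4Kalpha and substrate in HEPES pH 7.4 buffer with EGTA, CHAPS and 5% DMSO. ATP (5 microM final) started the reaction, which ran 60 minutes at room temperature before ADP-Glo detection.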
IL2 activator: activators of IL-2; activation, % (series mostly up to about 46 µM); IL-2 activation reporter assay, cell-based qHTS; stimulated with anti-CD3/CD4/CD28 beads; in transgenic mouse T cells; 360,000 compounds, 0.065% hits; AID 652025; in the data active = activation above about 50%; inconclusive = mostly about 30% to 49%; also: 0% is about no effect
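First, unstimulated transgenic mouse T cells were exposed to compound for 60 min. Next, anti-CD3/anti-CD4-coated beads with anti-CD28 were added. Finally, after 18 h at 37 degrees C, EGFP and DsRed were imaged.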
EPAC1 ag: agonists of human EPAC1; O95398; EPAC1 agonist qHTS, biochemical assay; response scale: 100% = response to 6.5 mM cAMP; Potency, µM (doses to about 154 µM), for inactives: at the highest dose activation, hits mostly activators; 360,000 compounds, 0.073% hits; also: potency is read from the fitted curve at half-maximal effect; nearly all actives have a fitted effect of over 60% in size
Target sequence (O95398 whole entry, looked up): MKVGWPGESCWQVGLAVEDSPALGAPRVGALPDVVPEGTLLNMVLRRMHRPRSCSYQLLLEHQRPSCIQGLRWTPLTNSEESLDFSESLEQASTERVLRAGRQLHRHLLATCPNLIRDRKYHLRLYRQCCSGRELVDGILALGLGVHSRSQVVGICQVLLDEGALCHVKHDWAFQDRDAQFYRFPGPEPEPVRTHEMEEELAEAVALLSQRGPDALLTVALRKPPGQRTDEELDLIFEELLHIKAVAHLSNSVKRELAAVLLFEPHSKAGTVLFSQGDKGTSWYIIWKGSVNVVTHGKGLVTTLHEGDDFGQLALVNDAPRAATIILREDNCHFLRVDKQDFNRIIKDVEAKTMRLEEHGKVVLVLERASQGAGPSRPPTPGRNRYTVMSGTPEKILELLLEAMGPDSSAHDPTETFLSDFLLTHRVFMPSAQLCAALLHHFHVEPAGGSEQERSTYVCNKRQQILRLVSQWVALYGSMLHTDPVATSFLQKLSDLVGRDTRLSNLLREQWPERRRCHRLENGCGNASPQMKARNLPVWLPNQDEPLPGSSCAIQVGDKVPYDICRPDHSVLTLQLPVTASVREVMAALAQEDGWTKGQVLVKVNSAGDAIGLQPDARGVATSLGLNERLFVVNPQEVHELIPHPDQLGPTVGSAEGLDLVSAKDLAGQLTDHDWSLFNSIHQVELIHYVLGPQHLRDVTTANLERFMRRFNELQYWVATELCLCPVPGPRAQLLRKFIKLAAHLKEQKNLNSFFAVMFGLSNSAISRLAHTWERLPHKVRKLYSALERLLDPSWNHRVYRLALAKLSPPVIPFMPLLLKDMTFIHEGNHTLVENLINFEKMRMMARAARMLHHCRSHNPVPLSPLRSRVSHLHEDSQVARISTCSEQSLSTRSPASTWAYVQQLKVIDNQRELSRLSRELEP
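Compounds were pinned as a concentration titration into mixtures of EPAC1 (100 nM), BODIPY-GDP-loaded Rap1B (250 nM) and GDP (50 uM). After 5 min at room temperature, fluorescence was followed for 30 min; activity was scaled to 6.5 mM cAMP.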
WRN helicase inh: WRN helicase (human) inhibition | WRN helicase unwinding, fluorescent forked duplex, kinetic | Potency, µM (doses to about 114 µM), inactives show at the highest dose activity change, negative = inhibition, most hits filed as inhibitors | 360,000 compounds, 0.46% hits; also: potency is read from the fitted curve at half-maximal effect; % is scaled to controls: 0 for no effect and ±100 for the full control effect; nearly all actives have a fitted effect of over 55% in size
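Kinetic red-fluorescence monitoring (525/598 nm) tracks WRN helicase activity after 100 nM fluorophore-quencher forked duplex and 2 mM ATP are added to 20 nM enzyme pretreated 15 min at room temperature with compound.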
FUS suppressor: suppressors of FUS proteinopathy in yeast; 390,000 compounds, 0.24% hits; S. cerevisiae FUS-expressing, growth rescue, OD600, 24 h; Potency, µM (series often up to 76.6 µM), without a hit: at the top dose growth rescue (activation), usual class: activators;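 also: potency is read from the fitted curve at half-maximal effect; plate controls were DMSO vehicle for no effect and reference control for full effect; nearly all actives have a fitted effect of over 55% in size; some results filed as inactive show a strong effect at the top dose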
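Absorbance at 600 nm, taken 24hr after compound addition, measured rescue of FUS-yeast growth at 30C. Induction used 2% galactose with seeding at OD 0.005. Controls: CP55940 from 92uM final, DMSO only.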
EPAC1 antag: blocks human EPAC1 exchange factor. O95398. EPAC1 GEF assay, Rap1b-BODIPY-GDP exchange fluorescence. Potency, µM (highest dose often 115 µM), inactives show at the top dose activity change, negative = inhibition, usual class: inhibitors. 360,000 compounds, 0.14% hits. AID 720709;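 also: potency is read from the fitted curve at half-maximal effect; plate controls were vehicle for no effect and positive control for full effect; nearly all actives have a fitted effect of over 50% in size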
aSyn rescue: alpha-synuclein toxicity inhibition in yeast; Yeast expressing alpha-synuclein, growth rescue, BacTiter-Glo, 24 h; Potency, µM (top dose mostly 46.1 µM), for the others: top-dose growth rescue (activation), most hits filed as activators; 370,000 compounds, 0.14% hits; also: potency is read from the fitted curve at half-maximal effect; % of control where 0% means no effect; nearly all actives have a fitted effect of over 65% in size
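Screening used galactose-induced yeast with toxic alpha-synuclein levels, exposed to compound for 24 hr at 30 deg C. Cell growth, read with BacTiter-Glo luminescence, gave the measured signal.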
Starred values were filed as active, the others as inactive; ? = inconclusive; nt = no result given; & = joins results of further samples; [ ] = dose if it differs, or a comment. Unless noted, calls follow the shape of the dose curve; as a rule, active = well fitted curve in the direction sought with a large enough effect; inconclusive = small, poorly fitted or top-dose-only effect, or another doubt; inactive = no such curve, though single readings can be large; an effect the other way counts as inactive or inconclusive.

Compound	Abeta yeast res	PLK1 PBD block	PI5P4Ka inh	IL2 activator	EPAC1 ag	WRN helicase inh	FUS suppressor	EPAC1 antag	aSyn rescue
COc1ccc(CCNCC(=O)Nc2ccc(C(=O)N3CCCCC3)cc2)cc1	-13%	-4%	1	-1.0	7%	-22%[57.1 µM]	-7%	-14%	-1%
CNc1nc2[nH]c(=O)c3c(c2s1)OC(N)=C(C#N)C3c1cccc(F)c1 (stereo not drawn)	8%	7%	-22	-3.6	15%	-10%	nt	1%	-19%
NC(=O)c1ccc[n+](CC(=O)NCc2ccc(Cl)cc2)c1	-12%	-4%	2	-4.1	3%	1%	7%	-3%	-3%
O=C(OCc1cccc(C(F)(F)F)c1)c1ccc[nH]c1=O	2%	-9%	2	0.7	10%	4%	11%	2%	1%
CN(C(=O)CSCC(=O)Nc1ccc(Cl)cc1)C1CCCCC1	17%	0%	0	-0.5	-4%	6%	9%	-4%	24%
Cc1nc2ccccc2c(=O)n1NC(=O)Cc1ccc(Br)cc1	-8%	1%	nt	-0.3	0%	-7%	-2%	1%	8%
O=C(CCCCCn1c(=O)[nH]c2ccccc2c1=O)NCCc1c[nH]c2ccccc12	9%	-1%	-4	-1.7	7%	21%	7%	-5%	nt
Cc1ccc(C(=O)CSc2ncnc3ccccc23)o1	-14%	-12%	2	-2.9	-2%	-1%	0%	-12%	1%
CCN(CC)S(=O)(=O)c1ccc(OC)c(NC(=S)Nc2cccc(C)c2C)c1	1%	-9%	3	3.6	-1%	-7%	nt	-14%	-5%
Cn1nnnc1SCC(=O)Nc1ccc(C(=O)N2CCN(Cc3ccccc3F)CC2)cc1	-2%	-2%	-10	-0.6	-4%	-16%	5%	-17%	1%
COc1ccc(CNC(=O)[C@H](C)NC(=O)C2CC(=O)N(c3ccc4c(c3)OCO4)C2)cc1 (stereo partly drawn)	-9%	-4%	5	-2.0	0%	2%	26%	15%	2%
CN(C)C(=O)COC(=O)c1cc(Cl)cc(Cl)c1N	8%	-1%	-4	-1.8	-10%	11%	-18%	1%	-10%

Structures above with an aryl thioether with sulfur outside any ring:
Compound	Abeta yeast res	PLK1 PBD block	PI5P4Ka inh	IL2 activator	EPAC1 ag	WRN helicase inh	FUS suppressor	EPAC1 antag	aSyn rescue
Cc1ccc(C(=O)CSc2ncnc3ccccc23)o1	-14%	-12%	2	-2.9	-2%	-1%	0%	-12%	1%
Cn1nnnc1SCC(=O)Nc1ccc(C(=O)N2CCN(Cc3ccccc3F)CC2)cc1	-2%	-2%	-10	-0.6	-4%	-16%	5%	-17%	1%

Remaining list, next part.
Compound	Abeta yeast res	PLK1 PBD block	PI5P4Ka inh	IL2 activator	EPAC1 ag	WRN helicase inh	FUS suppressor	EPAC1 antag	aSyn rescue
Cc1ccc(/C=N/N2CCN(c3ccncc3S(=O)(=O)N3CCCCC3)CC2)cc1	-16%	-4%	0	2.0	9%	-4%	-2%	2%	0%
CC(=O)c1ccc(CCCCCCCCCC(=O)O)s1	-1%	-11%	0	-0.4	-1%	-14%	12%	13%	21%
CCN(CC(=O)Nc1ccccc1C(F)(F)F)C(=O)CN1C(=O)NC(C)(c2ccc3ccccc3c2)C1=O (stereo not drawn)	-2%	2%	4	0.2	-2%	0%	?	-6%	1%
O=S(=O)(c1ccccc1)c1ccc(N2CCCCCC2)cc1	-10%	0%	2	-0.6	14%	-3%	-6%	-7%	11%
CCOc1ccc(Cl)cc1S(=O)(=O)NC1CCCC1	-5%	-5%	0	-1.9	-1%	6%	24%	-22%	2%
CCC1CN(C(=O)N2CCC(C(=O)NCc3cccc(OC)c3OC)CC2)c2cc(C)ccc2O1 (stereo not drawn)	7%&-20%	-8%	0	-2.8	-7%	-1%	28%&45%	-15%	2%
CCN(CC(=O)NCc1ccc(F)cc1)C(=O)c1cccc(S(=O)(=O)N(C)c2ccc(OC)cc2)c1	7%	3%	-3	-0.5	10%	-3%	29%	6%	-1%
O=C(Nc1ccc(N2CCCC2)c(Cl)c1)c1ccccc1[N+](=O)[O-]	3%	27µM*	-12	-1.6	13%	1%	23%	16%	-4%
CCOC(=O)Cn1ccc(NC(=O)c2ccc3c(c2)OCO3)n1	-20%	8%	-7	1.1	-12%	5%	-10%	-26%	-5%
COc1ccccc1N1CCN(C(=O)C(OC(C)=O)c2ccccc2)CC1 (stereo not drawn)	-7%	-23%	-1	0.8	-17%	-15%	8%	-12%	-2%
CCC1CCCCN1C(=O)NC(=O)c1ccccc1 (stereo not drawn)	-2%	1%	-5	-2.7	-1%	7%	-18%	16%	-5%
CCCCN(C)C(=O)c1ccc(Nc2nc(C(N)Cc3ccc(C(F)(F)F)cc3)cs2)nc1 (stereo not drawn)	-9%	-7%	-15	-0.3	-21%	-11%	?	-7%	-34%[inhibitor]

Compound	Abeta yeast res	PLK1 PBD block	PI5P4Ka inh	IL2 activator	EPAC1 ag	WRN helicase inh	FUS suppressor	EPAC1 antag	aSyn rescue
COCCNC(=O)C(=O)NCC(c1ccc2c(c1)OCO2)N1CCN(c2ccc(F)cc2)CC1 (stereo not drawn)	-5%	-12%	1	0.1	10%	0%	14%	1%	0%
CCOc1cc(CNCCc2c[nH]c3ccccc23)cc(Cl)c1OCC(N)=O	-14%	2%	2	-2.8	2%	-9%	-23%	7%	-6%
COC(=O)C1=C(C)N(Cc2ccccc2)C(=NCCCCO)N[C@H]1CCc1ccccc1	3%	-5%	-13	-0.6	-14%	7%	3%	8%	1%
O=C(NCC(O)CO)c1ccc2[nH]c3ccccc3c2c1 (stereo not drawn)	13%	-1%	-9	0.5	-6%	1%	18%	10%	0%
COc1ccccc1/C=C/C(=O)NNC(=O)c1cc(C)oc1C	7%	-14%	1	1.1	-3%	-11%	12%	-4%	0%
CC1(c2ccccc2)NC(=O)N(CC(=O)Nc2ccc(N3CCOCC3)cc2)C1=O (stereo not drawn)	-3%	-19%	-3	-0.1	0%	-4%	3%	-21%	-5%
CCC(=O)c1ccc(N2CCCCC2)c(F)c1	-3%	-12%	1	-3.8	4%	-3%	-6%	-9%	13%
N#C/C(=C\c1ccc[nH]1)C(=O)NCC1CCCO1 (stereo not drawn)	7%	-5%	3	0.2	3%	-27%	-1%	2%	-8%
NC1=NC[C@H](Cc2ccc(O)cc2)N1CCc1cccc2ccccc12	2%	0%	-4	0.1	2%	0%	7%	-1%	-2%
Cc1ccc(C(=O)N/C(=C/c2ccco2)C(=O)Nc2cccc(C)c2)cc1	-36%	-23%	nt	-1.5	19%	-15%	32µM*	-3%	9%
O=C1CC2(CCN(C(=O)c3ccc(Br)cc3)CC2)Oc2ccccc21	24%	-8%	12	-3.3	13%	0%	27%	3%	13%
CCn1c(=O)cc(SCC(=O)N2CCN(Cc3ccc4c(c3)OCO4)CC2)c2ccccc21	14%	0%	nt	-3.5	0%	2%	5%	-11%	-9%

Compound	Abeta yeast res	PLK1 PBD block	PI5P4Ka inh	IL2 activator	EPAC1 ag	WRN helicase inh	FUS suppressor	EPAC1 antag	aSyn rescue
COc1ccc(-n2c(-c3ccc(Br)cc3)nc(=S)c3c2CCCC3)cc1	-4%	-17%	-6	-5.5	-1%	2%	9%	0%	3%
CC(=O)NC1=NN(C(C)=O)C(C)(c2cccnc2)S1 (stereo not drawn)	14%	-27%	-6	0.6	-5%	3%	8%	1%	1%
Cn1ncc2c(N3CCC(Cc4ccccc4)CC3)ncnc21	2%	-10%	-1	-5.3	8%	-31%[57.1 µM]	18%	-8%	12%
O=C(O)CCSc1ncnc2sc(-c3ccccc3)cc12	0%	17µM*	-23	-0.1	6%	-5%	-13%	-1%	?
CS(=O)(=O)N1CCN(c2ccc(NC(=O)C(c3ccccc3)c3ccccc3)cc2)CC1	11%	-2%	nt	-1.7	9%	3%	44%	-1%	-3%
Cc1ccc2[nH]c(=O)c(CC=C(Cl)Cl)c(C)c2c1	5%	-12%	1	-1.4	-12%	-5%	-12%	1%	6%
Cn1nc([N+](=O)[O-])c(C(C#N)c2nc3ccccc3n2C)c(Cl)c1=O (stereo not drawn)	-10%	?	-9	0.6	-13%	-18%	7%	1%	2%
COc1ccc(C(=O)NCc2cccs2)cc1S(=O)(=O)N1CCOCC1	1%	5%	0	2.7	-3%	8%	-3%	-7%	-3%
COc1cccc(Oc2cncnc2-c2ccc(OC)cc2O)c1	-16%	2%	1	-2.3	17%	-1%[57.1 µM]	21%	-11%	?
COc1cc(OC)c(N(C)S(=O)(=O)c2cccc(C(=O)OCC(=O)N3CCOCC3)c2)cc1Cl	24%	1%	7	0.4	0%	-9%	18%	-7%	2%
Cc1ccc(/C=N/N2CCN(Cc3ccccc3)CC2)cc1	13%	2%	11	0.5	-2%	-5%	-3%	-18%	7%
O=C1C=C(N2CCCCC2)C2(CCCCC2)O1	0%	0%	-8	-0.8	-9%	7%	-22%	-20%	-2%

Compound	Abeta yeast res	PLK1 PBD block	PI5P4Ka inh	IL2 activator	EPAC1 ag	WRN helicase inh	FUS suppressor	EPAC1 antag	aSyn rescue
CC1(C)CC(=O)C(Sc2nnc(-c3ccc(O)cc3)n2CC2CCCO2)C(=O)C1 (stereo not drawn)	17%	-7%	nt	-0.9	5%	-4%	-4%	-7%	-10%
COc1ccc(C(C)=O)cc1COc1ccc(-n2cnnn2)cc1	-7%	-25%	-7	-1.9	-1%	-35%[57.1 µM]	27%	-3%	14%
CCNC(=S)NNC(=O)c1csc2c1CCC(C)C2 (stereo not drawn)	24%	-29%	0	0.4	5%	16%	2%	10%	9%
c1nc(N2CCC3(CC2)OCCO3)c2[nH]cnc2n1	16%	0%	-1	-2.5	-2%	-11%[57.1 µM]	-3%	0%	0%

Screens as filed in PubChem.
